LYPLA1 counter = LYPLA1 inhibitors, primary screen, counter-screen for PME1 inhibitor project, biochemical, fluorescence polarization, FP-Rh probe ABPP; 320,000 tested, 0.16% active; recombinant LYPLA1; inhibition, % at 5.9 µM; Acyl-protein thioesterase 1 (Homo sapiens), O75608;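 active means inhibition above the mean of all tested compounds plus 3 SD, set per campaign, cut at about 14% in these data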;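 further: inhibitors block serine hydrolase probe labeling of LYPLA1 so polarization falls; 0% = enzyme with DMSO and 100% = wells lacking LYPLA1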
LYPLA2 inh = LYPLA2 inhibitors, primary screen, counter-screen for PME1 inhibitor project, biochemical, fluorescence polarization, FP-Rh probe ABPP | 320,000 tested, 0.38% active | recombinant LYPLA2 | inhibition, % at 5.9 µM;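 active means inhibition above the screen-wide mean plus 3 SD, limit set per campaign, cut at about 26% in these data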;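 further: 0% = LYPLA2 with DMSO and 100% = wells lacking LYPLA2 enzyme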
Target sequence (O95372 whole entry, looked up): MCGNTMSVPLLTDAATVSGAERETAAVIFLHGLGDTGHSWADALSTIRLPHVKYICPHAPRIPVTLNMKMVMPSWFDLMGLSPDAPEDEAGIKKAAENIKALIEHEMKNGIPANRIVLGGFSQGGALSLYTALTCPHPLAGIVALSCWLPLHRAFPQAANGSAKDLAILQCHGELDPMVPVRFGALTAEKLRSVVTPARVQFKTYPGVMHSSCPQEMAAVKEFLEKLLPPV
PAFAH1B3 FP inh = PAFAH1B3 enzyme inhibitors, primary screen, biochemical, fluorescence polarization, human | Platelet-activating factor acetylhydrolase IB subunit alpha1 (Homo sapiens), Q15102 | recombinant PAFAH1B3, FP-rhodamine probe | inhibition, % at 3.39 µM | 340,000 tested, 0.28% active;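 active means inhibition above the screen-wide average of all tested compounds plus 3 SD, cut at about 25% in these data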;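 further: 0% = enzyme with DMSO only and 100% = wells lacking PAFAH1B3 protein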
Target sequence (Q15102 whole entry, looked up): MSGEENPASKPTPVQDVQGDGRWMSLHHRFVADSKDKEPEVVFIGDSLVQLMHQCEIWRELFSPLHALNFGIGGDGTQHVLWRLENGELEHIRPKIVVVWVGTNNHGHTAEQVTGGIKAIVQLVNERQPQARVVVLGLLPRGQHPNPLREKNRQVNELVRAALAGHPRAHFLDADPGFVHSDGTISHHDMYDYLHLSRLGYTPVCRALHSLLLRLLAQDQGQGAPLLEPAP
pPAFAH inh = pPAFAH enzyme inhibitors, primary screen, biochemical, fluorescence polarization, human; Platelet-activating factor acetylhydrolase (Homo sapiens), Q13093; recombinant pPAFAH, FP-rhodamine probe fluorescence polarization; inhibition, % at 3.39 µM; 330,000 tested, 1.5% active;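 active means inhibition above the mean inhibition across the screen plus 3 SD, cut at about 25% in these data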;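 further: inhibitors block binding of the rhodamine activity-based probe so polarization drops; 0% = enzyme with DMSO and 100% = wells lacking pPAFAH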
PREPL inhibitor = PREPL enzyme inhibitors, primary screen, biochemical, fluorescence polarization; inhibition, % at 5.96 µM; 320,000 tested, 0.68% active; recombinant PREPL, fluorescence polarization activity-based probe; AID 2751, 2010; Prolyl endopeptidase-like (Homo sapiens), Q4J6C6; in the data active means inhibition above about 43%;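 further: 0% = enzyme with DMSO and 100% = wells lacking enzyme; many of its hits are not listed in these tables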
PAFAH1B2 FP inh = PAFAH1B2 enzyme inhibitors, primary screen, biochemical, fluorescence polarization, human | Platelet-activating factor acetylhydrolase IB subunit alpha2 (Homo sapiens), P68402 | recombinant PAFAH1B2, FP-rhodamine activity probe | inhibition, % at 3.39 µM | 340,000 tested, 1.2% active | AID 492953, 2010;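 active means inhibition above the mean of all tested compounds plus 3 SD, cut at about 24% in these data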;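 further: 0% = enzyme with DMSO and 100% = wells lacking PAFAH1B2; many of its hits are not listed in these tables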
PME-1 primary = PME-1 inhibitors via competitive probe labeling, primary screen, biochemical, fluorescence polarization, FP-Rh probe, HTS; Protein phosphatase methylesterase 1 (Homo sapiens), Q9Y570; recombinant PME-1; inhibition, % at 5.9 µM; 320,000 tested, 0.53% active;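 active means inhibition above the campaign mean of all compounds plus 3 SD, cut at about 26% in these data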;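 further: competitive labeling of PME-1 active site by serine hydrolase directed probe; 0% = PME-1 with DMSO and 100% = wells lacking PME-1 enzyme; inhibitors block probe labeling so polarization falls and inhibition rises; many of its hits are not listed in these tables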
Target sequence (Q9Y570 whole entry, looked up): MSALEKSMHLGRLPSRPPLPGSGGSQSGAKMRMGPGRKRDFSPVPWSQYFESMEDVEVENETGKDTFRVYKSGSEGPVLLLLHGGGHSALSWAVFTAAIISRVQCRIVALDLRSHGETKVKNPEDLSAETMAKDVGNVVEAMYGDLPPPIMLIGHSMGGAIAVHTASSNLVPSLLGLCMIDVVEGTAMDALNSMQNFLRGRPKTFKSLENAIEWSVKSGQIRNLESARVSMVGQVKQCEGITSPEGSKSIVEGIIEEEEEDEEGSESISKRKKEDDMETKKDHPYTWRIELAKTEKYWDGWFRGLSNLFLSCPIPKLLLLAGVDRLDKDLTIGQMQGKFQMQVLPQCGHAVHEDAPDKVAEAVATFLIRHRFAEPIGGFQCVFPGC
PAD4 inh = human PAD4 inhibitors, primary screen, biochemical, fluorescence polarization, 1536-well format | Protein-arginine deiminase type-4 (Homo sapiens), Q9UM07 | recombinant PAD4, RCA probe fluorescence polarization | inhibition, % at 6.36 µM | 330,000 tested, 0.41% active | AID 485272, 2010;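 active means percent inhibition above a cutoff equal to the mean of all tested compounds plus 3 SD, cut at about 15% in these data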;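 further: 0% = PAD4 with RCA probe and DMSO and 100% = probe without PAD4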
GSTO1 counter = inhibitors of recombinant GSTO1, primary screen, counter-screen for RBBP9 inhibitor project, biochemical, fluorescence polarization; activity-based probe fluorescence polarization; inhibition, % at 5.96 µM; 300,000 tested, 1.1% active; AID 1974, 2009;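 active means inhibition above the campaign mean inhibition plus 3 SD, cut at about 35% in these data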;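 further: 0% = GSTO1-1 with DMSO and 100% = wells lacking GSTO1-1 enzyme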
An asterisk follows results filed as active; . = not tested or not shown. This is a subset; rates above refer to the full screens.

SMILES | LYPLA1 counter | LYPLA2 inh | PAFAH1B3 FP inh | pPAFAH inh | PREPL inhibitor | PAFAH1B2 FP inh | PME-1 primary | PAD4 inh | GSTO1 counter
COc1ccc(N2CCN(C(=O)C(=O)c3c[nH]c4ccccc34)CC2)cc1 | 1 | 5 | -2 | 7 | 3 | 0 | 2 | 4 | 1
Cc1ccc(CSCC(=O)N/N=C/c2ccc(OCC(=O)Nc3ccc(C)cc3)cc2)cc1 | -7 | -10 | -7 | -4 | -2 | -2 | -15 | 3 | -8
c1coc(CNc2nc3ccccc3s2)c1 | 2 | 6 | 13 | 3 | 15 | 8 | -1 | -2 | -8
CCOC(=O)C1(CC2CCCCO2)CCN(S(=O)(=O)c2ccc(OC)cc2)CC1 (configuration not stated) | 4 | 0 | 13 | -1 | 7 | 7 | -5 | 3 | -2
C[C@H](CO)N1C[C@H](C)[C@@H](CN(C)Cc2ccc(C(=O)O)cc2)Oc2c(NC(=O)c3ccncc3)cccc2C1=O | . | . | 6 | -2 | 17 | 4 | . | -2 | .
O=C(NNC(=O)c1ccccc1O)c1ccc(Br)cc1 | -1 | -5 | 10 | 3 | 14 | 3 | 8 | 1 | 6
CC1(C)OC(=O)C(=CNC(CO)C(=O)O)C(=O)O1 (configuration not stated) | -2 | -2 | 4 | 6 | 4 | 3 | 3 | -2 | 1
O=C(O)CN(c1ccccc1F)S(=O)(=O)c1ccccc1 | -1 | -1 | 5 | 0 | 1 | 5 | 2 | 0 | -1
CCOn1c(=O)c(=O)n(OCc2ccccc2)c2ccccc21 | -2 | 3 | 4 | 10 | -4 | 4 | 3 | -1 | 0
CCc1ccc(C2c3[nH]c4ccccc4c3CCN2C(=O)c2cc(C)nn2C)cc1 (configuration not stated) | -8 | -1 | 8 | 3 | 1 | 1 | -1 | 3 | 1
COc1ccc(C(=O)c2coc3c2C(=O)C(=O)c2ccccc2-3)cc1 | 2 | 3 | 11 | 19 | 28 | 5 | 14 | -11 | 24
Cc1cc(C)cc(NC(=O)Cn2c(=O)oc3cc(S(=O)(=O)N4CCC(C)CC4)ccc32)c1 | -6 | -20 | -16 | 2 | -13 | 0 | -23 | -13 | -26
Cc1ccc(C(=O)NCc2ccccc2CN2CCCC2)cc1S(=O)(=O)N1CCOCC1 | -3 | 2 | 6 | 1 | 11 | 1 | -3 | -3 | .
O=C(O)c1ccc(NC(=O)C2CC=CCC2C(=O)O)cc1 (configuration not stated) | -1 | -1 | -1 | 1 | -3 | -1 | 1 | -2 | 8
O=C(Nc1ccc2c(c1)C(=O)N(CC1CCCO1)C2=O)c1cccc(Br)c1 (configuration not stated) | 1 | 15 | -7 | -2 | 1 | 5 | -16 | -1 | -5
COc1cccc(-c2nnc(SCC(=O)OC(C)C)n2Cc2ccco2)c1 | -2 | 5 | -2 | 7 | 10 | 1 | -5 | 0 | 5
CN(Cc1ccccc1)C(=O)COC(=O)/C=C/c1ccco1 | 2 | -1 | 8 | 8 | -1 | -3 | -4 | 0 | -3
COc1ccc2c(c1)nc(CN1CCN(CCO)CC1)n2C | 3 | 7 | 7 | -3 | 19 | 0 | 0 | -3 | 1
Cn1cc([N+](=O)[O-])c(C(=O)Nc2cc(Oc3ccccc3)cc([N+](=O)[O-])c2)n1 | -4 | 14 | 7 | 11 | 1 | 3 | 4 | 3 | -7
COc1ccc(N(C(=O)CCl)C(C(=O)NCCc2ccccc2)c2cccs2)cc1 (configuration not stated) | -1 | 6 | 8 | -1 | -13 | 9 | -15 | 14 | 93*
COc1ccc(NC(=O)c2cc3c(=O)n(C)c4ccccc4c3s2)cc1OC | 4 | 3 | 1 | 0 | 13 | -1 | -2 | -1 | 1
COc1ccc(C(=O)N2CCN(CCCc3ccccc3)CC2)cc1OC | 2 | 2 | 10 | 1 | 13 | 3 | 4 | -5 | 3
O=C(c1ccccc1)N1CCN(c2ccc([N+](=O)[O-])c(N3CCOCC3)c2)CC1 | 2 | 0 | 0 | -1 | 14 | 4 | 7 | -1 | -5
COc1cc(NC(=O)c2ccccc2-c2ccccc2)cc(OC)c1 | -2 | 5 | -1 | 3 | -5 | 1 | 6 | 4 | -1
C=CCN1C(=Nc2cccnc2)SCC1(O)c1ccc(C)cc1 (configuration not stated) | -1 | 4 | . | -2 | 32 | . | -11 | -6 | -4
CCCCNC(=O)c1onc(CSc2ccccc2C)c1C(=O)O | 3 | 0 | 8 | 4 | -2 | 12 | -1 | 0 | -18
Cn1c(C(=O)N2CCN(c3nc4ccccc4s3)CC2)cc2sccc21 | 4 | 10 | 2 | 2 | 7 | -4 | -3 | -2 | -3
COc1ccc(-n2c(CN3CCC(C(N)=O)CC3)nc3ccc([N+](=O)[O-])cc3c2=O)c(OC)c1 | 2 | -1 | -1 | 10 | 1 | 5 | 3 | 1 | 6
O=C(CSc1nnc(COc2ccc(Cl)cc2)o1)N1CCCC1 | 0 | 0 | 0 | 4 | 10 | 9 | 0 | -7 | 3
COc1ccc2[nH]cc(CCNC(=O)Nc3ccccc3C)c2c1 | -3 | -1 | 0 | 6 | 2 | 6 | 9 | 1 | 3
COc1ccc(Nc2nnc(SCC(=O)N3CC(=O)Nc4ccccc43)s2)cc1 | -2 | 5 | -4 | 9 | 29 | 0 | 4 | 3 | 0
Cc1nnc(SCC(=O)N2CCN(S(=O)(=O)c3ccc(Cl)cc3)CC2)[nH]c1=O | -2 | 1 | 3 | -6 | -7 | 30* | 2 | -6 | -3
CCn1cc(CNC(=O)c2ccc3nc(Cc4ccccc4F)oc3c2)cn1 | 2 | 5 | 4 | 0 | -7 | 5 | 4 | 0 | 1
CCCCN(C(=O)c1ccc(C#N)cc1)c1c(N)n(CCC)c(=O)[nH]c1=O | -1 | -2 | 1 | 0 | 5 | 0 | -4 | 1 | 2
CCCCC(=O)OCc1c(-c2cccc(OC)c2)ncc2ccccc12 | -3 | 3 | -3 | 14 | -7 | -1 | -4 | 1 | .
O=C(Cn1[nH]c(=O)c2ccccc2c1=O)NC1CCN(Cc2ccccc2)CC1 | 2 | 10 | 4 | 0 | 10 | 0 | 2 | 2 | 1
COc1ccc(NC(=O)COC(=O)CCNS(=O)(=O)c2ccc(Cl)cc2)cc1 | 5 | 10 | -1 | 22 | 16 | 3 | 4 | -4 | 12
Cc1nnc(SCC(=O)Nc2nccs2)n1N | -1 | -3 | 2 | 0 | 4 | -1 | -3 | -1 | 1
CCOc1ccc(Cn2ccnc2)cc1[N+](=O)[O-] | -1 | -3 | 4 | 3 | -3 | 3 | 9 | -3 | 1
CC(C)CC(=O)NC(=S)Nc1ccc(S(=O)(=O)NC(C)(C)C)cc1 | 2 | 4 | -2 | 0 | 6 | -1 | 5 | 1 | -5
Cc1ccc(S(=O)(=O)NCCCNC(=O)N2CCOCC2)cc1 | -2 | 5 | 5 | 1 | -12 | 5 | -6 | -3 | -1
COC(=O)C1=C(C(=O)OC)C(c2ccccc2O)c2sc(=O)[nH]c2S1 (configuration not stated) | -1 | -6 | 3 | 8 | -1 | 4 | 2 | -7 | 1
Cc1occc1C(=O)Nc1cc(=O)n(C)c(=O)n1C | -3 | 7 | 5 | 4 | 8 | 4 | 0 | 3 | -2
CCCC(NS(=O)(=O)c1ccc(OC)cc1)C(=O)O (configuration not stated) | -1 | 1 | 8 | 2 | -2 | 3 | -1 | 4 | 4
C[C@H](CO)N1C[C@H](C)[C@@H](CN(C)S(=O)(=O)c2cccs2)Oc2ccc(NC(=O)CCC(F)(F)F)cc2C1=O | . | . | 13 | -5 | 7 | 3 | . | -14 | .
COc1cccc(-n2c(SCC(=O)N3c4ccccc4CC3C)nnc2-c2ccco2)c1 (configuration not stated) | -4 | 3 | 2 | 8 | -4 | -6 | -5 | -2 | 1
CCCOC(=O)CCCN1C(=O)/C(=C2\SC(=S)N(CCCC(=O)OCCC)C2=O)SC1=S | -7 | -13 | . | 5 | 8 | . | -9 | -6 | -20
CC1CN(S(=O)(=O)c2cccc(C(=O)OC/C(O)=C(\C#N)c3nc4ccccc4[nH]3)c2)CC(C)O1 (configuration not stated) | 0 | -1 | 9 | 16 | 0 | -4 | 1 | -8 | 8
COc1ccc(N2CCN(c3ccc(N4C(=O)CC(C)C4=O)cc3[N+](=O)[O-])CC2)cc1 (configuration not stated) | 3 | 14 | 4 | 4 | 18 | 2 | 7 | -2 | 13
COC(=O)C12CCC3(SCCS3)C(C(=O)OC)(CCC13SCCS3)C2 | 5 | 5 | 4 | 1 | -1 | 6 | -3 | 0 | -2
Cc1ccc(OCCNC(=O)CCc2ccccc2)cc1C | -2 | 2 | 2 | -6 | -15 | 9 | -5 | 3 | 1
COC(=O)CSc1nnc(C)n1-c1cccc(OC)c1 | -1 | 0 | 1 | 4 | 0 | -6 | -1 | 5 | -1
CNC(=O)n1ccc(C(=O)N2CCCCC2)n1 | -1 | 2 | -4 | -5 | -9 | 1 | -2 | 7 | 1
COc1ccccc1NC(=O)CC1C(=O)Nc2ccccc2N1C(=O)c1ccccc1 (configuration not stated) | 5 | -1 | 2 | 0 | 1 | 5 | -4 | -2 | 11
Cc1c(Cl)cccc1NC(=S)NC1CCN(C(C)C)CC1 | -6 | 8 | 4 | 4 | 7 | 7 | 3 | -2 | -2
O=C(Nc1ccccc1N1CCOCC1)C1CCN(S(=O)(=O)c2ccccc2F)CC1 | 2 | -2 | 5 | 0 | 10 | 2 | -4 | 1 | -5
COC(=O)c1nn(-c2cccc(Cl)c2)ccc1=O | -2 | 5 | 2 | 4 | 10 | 6 | 4 | 7 | 10
O=C(CCCCCNc1nc(=S)[nH]c2ccccc12)NCCc1ccccc1 | -2 | 7 | 14 | 2 | 0 | 2 | -2 | 6 | 0
CCOc1cc(C(=S)N2CCN(C)CC2)ccc1OCC(=O)N1CCCC1 | 2 | 13 | -1 | 3 | 3 | 4 | 8 | -3 | 2
O=C(Nc1cccc(Cl)c1)NC1(C(=O)NCc2cccs2)CCCCC1 | -1 | -3 | 3 | 2 | -3 | -3 | -3 | -3 | -4
Cc1ccccc1C(=O)NNC(=O)C(C)N1C(=O)c2ccccc2C1=O (configuration not stated) | 1 | 4 | 12 | 5 | 7 | 9 | 3 | 2 | 1
CCOC(=O)c1cn(CC)c2cc(N3CCSCC3)c(F)cc2c1=O | 1 | 1 | 0 | 4 | 8 | 3 | 2 | -2 | -2

Screening data as filed in PubChem BioAssay.
